# Assay outcomes deposited in PubChem BioAssay by several laboratories.
# CaV13 ICDI inh: Primary screen for inhibitors of IQ motif and Ca2+-dependent inactivation inhibitor domain binding in CACNA1D, Förster resonance energy transfer in living cells, …; HEK cells, CFP/YFP FRET ICDI-IQ, plate reader, 10 min; percent FRET-ratio fall versus neutral wells; inhibition, % at 12.3 µM; hit rate 0.098% among 340,000; AID 743397;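 active means mean replicate inhibition of at least 30% and at least 1% of replicates passing that level; inconclusive means only one of the two criteria is met; inactive means neither criterion is met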;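 further: 0% = median of the neutral control wells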
# Glyco luc inh: N-linked glycosylation inhibition; hit rate 0.23% among 360,000; D54 ERlucT glycosylation luciferase reporter, 24 h; percent of 100 nM tunicamycin response; reporter increase, % at 12.5 µM;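 active means mean luciferase reporter signal, scaled so untreated is 0 and the glycosylation-blocking control 100, at or above a set limit in every replicate; inconclusive means mean reaches the limit but not every replicate does; inactive means mean below the limit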;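 further: luciferase carries N-glycosylation sites so blocking glycosylation raises the light; 0% = median of neutral control wells and 100% = median of 100 nM tunicamycin wells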
# m5-HT2A agonist: mouse HTR2A agonism via beta-arrestin recruitment; CHO-K1 mHTR2A beta-arrestin complementation, luminescence; percent of 30 µM serotonin response; activation, % at 7.6 µM; AID 624169; hit rate 0.66% among 360,000; P35363;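 active means activation above a run cutoff, the mean activation of all tested compounds plus 3 SD, cut at about 14% in these data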;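 further: 0% = plate median of compound wells and 100% = 30 µM serotonin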
# Target sequence (P35363 whole entry, looked up): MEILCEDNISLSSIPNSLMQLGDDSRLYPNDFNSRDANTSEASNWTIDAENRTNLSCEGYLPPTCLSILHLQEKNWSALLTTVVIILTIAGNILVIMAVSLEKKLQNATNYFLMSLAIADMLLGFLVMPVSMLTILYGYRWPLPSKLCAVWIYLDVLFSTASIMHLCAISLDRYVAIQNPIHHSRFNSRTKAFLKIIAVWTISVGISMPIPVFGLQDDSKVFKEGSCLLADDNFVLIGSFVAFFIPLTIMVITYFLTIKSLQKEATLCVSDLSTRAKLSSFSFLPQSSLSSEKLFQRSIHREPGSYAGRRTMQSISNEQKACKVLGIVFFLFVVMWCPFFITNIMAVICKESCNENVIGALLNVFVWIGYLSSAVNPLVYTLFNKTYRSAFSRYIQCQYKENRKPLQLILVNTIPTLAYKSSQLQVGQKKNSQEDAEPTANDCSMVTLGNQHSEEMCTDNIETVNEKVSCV
# PDI inh: blocks human protein disulfide isomerase activity; AID 588391; hit rate 0.052% among 350,000; PDI insulin aggregation turbidity, A650, 90 min; inhibition, % at 10 µM; P07237;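 active means mean inhibition across replicates of 30% or more, whatever share of single replicates reach that level; inconclusive means mean inhibition below 30% while every single replicate reaches 30%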;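 further: absorbance from insulin aggregation driven by PDI reduction with DTT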
# Target sequence (P07237 whole entry, looked up): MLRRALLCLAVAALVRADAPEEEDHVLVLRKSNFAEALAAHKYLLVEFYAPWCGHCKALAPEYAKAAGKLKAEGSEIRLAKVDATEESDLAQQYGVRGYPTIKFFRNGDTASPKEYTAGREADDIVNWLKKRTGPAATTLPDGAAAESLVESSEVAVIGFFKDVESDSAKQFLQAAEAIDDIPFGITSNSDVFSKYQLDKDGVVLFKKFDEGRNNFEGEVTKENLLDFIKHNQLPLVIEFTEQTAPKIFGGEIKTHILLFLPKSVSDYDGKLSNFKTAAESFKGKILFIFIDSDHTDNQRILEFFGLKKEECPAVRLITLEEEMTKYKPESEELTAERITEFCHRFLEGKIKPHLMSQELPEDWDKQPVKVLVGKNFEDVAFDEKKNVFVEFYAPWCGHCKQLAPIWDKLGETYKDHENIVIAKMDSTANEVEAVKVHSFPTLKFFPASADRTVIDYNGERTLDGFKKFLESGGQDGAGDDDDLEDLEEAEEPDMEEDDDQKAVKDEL
# ABCB6 inh MLPCN: human ABCB6 transporter inhibition. K562-ABCB6 porphyrin accumulation, flow cytometry, 1 h; active compounds read low. Q9NP58. fluorescence ratio to DMSO, % at 10 µM. hit rate 0.19% among 360,000;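 active means fluorescence ratio to DMSO below 75%, the collection mean minus 3 SD; inconclusive means too few cells collected in the well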;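 further: signal is porphyrin accumulated inside mitochondria; 100% equals median channel fluorescence of DMSO control wells; lower ratio means ABCB6 inhibition with less porphyrin fluorescence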
# MC4R antag cAMP: blocks human MC4R cAMP signaling; hit rate 0.48% among 360,000; inhibition, % at 6.5 µM; MC4R-expressing cells, MTII-stimulated cAMP, LANCE TR-FRET;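 active means inhibition above its plate's cutoff, the mean of tested wells on that plate plus 3 SD, cut at about 29% in these data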;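 further: 0% = Melanotan II alone and 100% = Melanotan II plus saturating MCL0020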
#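 Assay system: U2OS cells stably expressing human melanocortin 4 receptor (MC4R) / Dosing: 6.5 µM / Timing: compound 30 min, challenge 1 h, detection 1 h / Measured by: Eu-cAMP/anti-cAMP TR-FRET, emission 671 nm / Replicates: singlicate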
# MC4R ag barr: agonists of human melanocortin 4 receptor (MC4R) beta-arrestin; P32245; U2OS MC4R beta-arrestin complementation, luminescence; percent of melanotan II response, DMSO zero; activation, % at 8.9 µM; hit rate 0.98% among 360,000;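 active means activation above a per-plate cutoff, the mean activation of sample wells on that plate plus 3 SD, cut at about 8% in these data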
# Cardio protect: protects H9c2 cardiomyocytes from peroxide injury. H2O2 injury protection, ATPLite, 2 h. hit rate 0.63% among 360,000. AID 588492. protection from H2O2 cell death, % at 20 µM;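 active means compounds giving at least 50% protection of heart cells from peroxide-induced death in the single-dose screen, raw or plate-pattern-corrected value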;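 further: 0% = DMSO wells with peroxide and 100% = DMSO wells without peroxide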
# Granule exo inh: blocks lytic granule exocytosis | TALL-104 LAMP-1 surface exposure, flow cytometry; cells stimulated with thapsigargin and PMA | inhibition, % at 10 µM | hit rate 0.66% among 360,000 | AID 651702;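 active means inhibition above about 55%, limit read from the data; inconclusive means no clear call, values can overlap the other calls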
# ABHD5 PLIN5 PPI: blocks binding of human ABHD5 to perilipin-5 | Split G. princeps luciferase complementation, luminescence, 4 h | hit rate 0.78% among 360,000 | inhibition, % at 4 µM | Q00G26+Q8WTS1 | AID 602281;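 active means inhibition above the mean inhibition across every tested compound plus 3 SD, cut at about 22% in these data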;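 further: 0% = DMSO only wells and the 100% control is not disclosed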
# Active calls of the source: *; ? = inconclusive; · = no result given; & = joins results of further samples. The order is random (roughly 4.2% active in at least one column).
SMILES,CaV13 ICDI inh,Glyco luc inh,m5-HT2A agonist,PDI inh,ABCB6 inh MLPCN,MC4R antag cAMP,MC4R ag barr,Cardio protect,Granule exo inh,ABHD5 PLIN5 PPI
CC1CC(=O)C2=C(C1)Nc1ncnn1C2c1ccccc1 (configuration not stated),·,4.4,-2.9,11.8,93.0,-3.1,1.1,4.2,1.2,11.3
CC(C)=CCN1CCN(Cc2coc3ccc(C)cc3c2=O)CC1CCO (configuration not stated),-4.9,2.4,-4.2,-1.6,96.0,1.9,-1.0,3.0,7.6,4.5
CCN(C(=O)CCc1ccccc1)C1CCCCC1,-10.6,-2.2,-0.1,5.5,91.0,2.7,-2.2,5.3,-2.5,0.6
N#CCSc1nnc(Nc2ccccc2)s1,-3.5,2.0,0.1,-3.6,100.0,6.5,-0.1,4.5,10.2,3.2
Cc1ccccc1N/C(=N/S(=O)(=O)c1ccccc1)c1ccc(F)cc1,-1.4,0.2,4.4,7.5,93.0,20.2,2.5,3.2,-1.8,2.4
CCCOc1ccc(/C=N/NC(=O)CN2CCCCC2)cc1,-19.2,1.6,-3.0,1.5,98.0,3.0,-0.3,3.5,-2.0,-0.7
Cc1ccccc1N=C/C=C1\N(C)c2ccccc2C1(C)C,-5.5,0.0,1.7,5.7,136.0,-1.1,0.2,-11.0,1.2,-5.1
CCOC(=O)NN1C(=O)c2ccccc2NC1c1ccc(N(C)C)cc1 (configuration not stated),-4.3,0.6,3.9,0.8,98.0,2.9,-3.2,-6.9,1.3,0.4
Cc1ccc(OCC(=O)NCCN2CCOCC2)cc1C,-3.9,-0.2,-1.9,-17.4,93.0,7.7,-0.7,-1.2,1.2,2.2
O=C(Oc1cc(=O)oc2ccccc12)c1cccnc1Cl,-15.9,0.3,6.1,11.5,105.0,-9.9,2.4,2.7,-4.5,7.7
Cn1c(=O)[nH]c(=O)c2c1nc(CN(Cc1ccccc1)Cc1ccccc1)n2CCN1CCOCC1,-7.8,0.8,2.0,9.8,98.0,3.3,-0.9,-0.7,-2.7,1.3
Cc1ccc(CN2CCN(/N=C/c3ccc(C(F)(F)F)cc3)CC2)cc1,-5.1,-0.3,9.4,7.7,95.0,-3.2,1.7,-13.4,2.6,-3.1
COc1ccc(C(C)=O)cc1CSc1nnc2c(Cl)cc(Cl)cn12,-13.5,-0.2,5.2,7.2,98.0,9.8,-1.6,8.0,6.0,1.5
CCCCNC(=O)C[C@@H]1C[C@@]2(C(=O)OCC)CCCC=C2N(CCc2ccc(OC)c(OC)c2)C1=O,-2.6,·,-0.9,·,·,·,·,·,-9.3,-0.4
Cc1ccc(S(=O)(=O)NC2=NCCCCC2)cc1,-14.2,2.9,-0.6,7.9,101.0,-1.3,-1.0,2.4,4.8,2.0
Cc1cccc(NC(=S)N/N=C/c2cccn2Cc2ccc(F)cc2)c1,4.8,-3.9,-3.1,-4.1,94.0,24.1,1.3,-8.1,5.4,-1.3
O=c1c2[nH]c3ccccc3c2ncn1C1CCCCC1,-4.6,-3.6,-0.9,5.4,95.0,-3.0,-1.3,-1.4,-0.8,1.8
N#Cc1nc(COc2ccc(Br)cc2)oc1N1CCCC1,-0.7,-3.5,-3.9,3.2,96.0,2.8,0.0,-12.8,43.3,-4.6
COc1ccc(OCC(=O)N/N=C2\CCCc3ccccc32)cc1,-4.5,1.4,-1.9,5.4,105.0,17.8,0.2,-2.1,-0.9,0.4
COc1ccc2nc(SCC(=O)NCc3ccc(S(N)(=O)=O)cc3)[nH]c2c1,-4.2,1.7,-2.0,8.2,81.0,2.8,-2.2,1.2,2.7,3.8
COc1ccc(NC(=O)c2sc(NC(=O)C3CC3)nc2C)cc1,-4.1,0.4,0.9,3.1,100.0,5.9,-0.4,-4.0,-4.5,0.0
COc1ccc(N2CCN(CC(=O)c3ccc(Cl)cc3)CC2)cc1,-21.1,-1.8,3.2,-38.1,99.0,3.1,-1.9,2.2,6.6,0.9
S=C(Nc1ccc(Cl)c(Cl)c1)NC1CCN(Cc2ccccc2)CC1,·,-6.4,-3.4,4.6,97.0,3.9,22.2*,-26.4,24.5,16.8
CCCCOc1ccc(OC(=O)c2cccnc2)cc1,-4.9,-2.7,-5.8,-4.6,99.0,-0.6,-2.4,-6.2,-1.2,-4.1
COc1ccc(CN2CCCN(S(=O)(=O)c3ccc(Br)cc3)CC2)cc1,-21.2,-1.9,3.1,-0.8,97.0,4.5,-1.1,-8.2,6.0,1.5
CCOC(=O)CC(=O)Nc1nc2ccccc2s1,-5.1,1.2,1.9,-4.8,101.0,0.1,-1.8,-2.2,1.0,1.1
COc1ccc(CN2CCNC(=O)C2CC(=O)N(C)C2CCOCC2)cc1OC (configuration not stated),-9.8,0.9,-3.0,-0.2,98.0,8.1,-0.4,-6.5,-2.1,-9.6
COCC(C)n1c(-c2ccc3c(c2)NC(=O)CO3)csc1=Nc1ccc(OC(F)F)cc1 (configuration not stated),-6.8&-3.4,-8.5&-10.8,3.2&-3.8,10.4&6.4,149.0&86.0,13.1&11.7,-1.9&-1.5,-27.3&-17.9,-3.2&0.5,-12.2&-11.9
CC(C)Cc1nnc(NC(=O)CCC(=O)NC2CCCCC2)s1,-6.5,-1.9,7.0,10.3,105.0,17.7,-1.0,-1.9,-3.1,4.7
COc1cc(C(=O)Nc2cc3c(cc2N2CCCCC2)n(C)c(=O)n3C)cc(OC)c1OC,-6.8,42.5*,-2.0,3.2,95.0,2.0,-0.5,53.2*,-0.1,7.9
Cc1cc(-c2ccccc2)nc(Oc2ccc(C(C)(C)C)cc2)c1S(C)(=O)=O,-0.7,-3.2,-4.7,3.1,92.0,-0.4,2.0,-18.7,8.9,-7.3
CC(=O)Nc1ccc(C(=O)Nc2nc(-c3ccccn3)cs2)cc1,-4.8,0.5,2.4,-2.0,99.0,-1.7,-1.3,70.3*,-2.9,2.1
O=C(Nc1cccc(O)c1)c1ccc2c(c1)C(=O)N(Cc1ccco1)C2=O,-2.1,·,3.6,8.5,104.0,-0.3,-2.9,3.7,10.4,-1.2
Cc1ccc(-n2c(O)c(C=NCc3ccccn3)c3ccccc3c2=O)cc1,-2.7,-3.0,2.4,2.9,103.0,5.7,-1.9,5.4,-1.1,-4.5
COc1cc2c(cc1OC)C(COc1ccc([N+](=O)[O-])cc1)NCC2 (configuration not stated),-3.4,3.8,-7.9,5.7,100.0,0.4,-1.7,-2.7,-10.7,-11.8
CC1CCCC(NC(=O)Cn2cc3c(n2)CCCCC3)C1C (configuration not stated),-10.9,-1.8,-0.6,·,101.0,17.8,2.1,-10.6,2.5,1.5
COc1ccc(OCC(=O)Nc2ccc(N3CCN(Cc4ccccc4F)CC3)cc2)cc1,-20.2,-6.3,-8.8,13.6,91.0,-1.2,-0.6,-2.8,5.0,6.6
O=C(NCc1ccccc1F)c1ccc2ccccc2n1,-3.2,1.2,-5.8,-6.1,98.0,1.2,-1.7,-3.4,-4.7,-7.3
CCS(=O)(=O)c1ccc2oc(Nc3ccc(C(C)(C)C)cc3)nc2c1,-1.1,-6.2,-2.0,-3.8,96.0,0.6,0.5,-15.6,12.3,-14.6
C[C@H](CCC(=O)OCc1cn(CC(=O)c2ccc(O)cc2)nn1)C1CC[C@H]2[C@@H]3CC[C@@H]4C[C@H](O)CC[C@]4(C)[C@H]3C[C@H](O)[C@]12C (some centres not stated),-5.0,-1.0,1.5,5.2,97.0,-0.7,2.3,-17.6,5.7,2.9
Cc1ccccc1N(Cc1cc(=O)[nH]c2ccccc12)C(=O)CCl,-4.4,-5.0,6.3,5.8,101.0,16.2,0.0,-3.7,4.5,-2.8
Cc1c(NC(=O)c2cccc(NC(=O)Cc3c(F)cccc3Cl)c2)c(=O)n(-c2ccccc2)n1C,-3.2,-2.7,-3.3,-5.0,95.0,0.4,-1.1,-0.1,1.6,4.7
Nn1c(SCC(=O)NCCN2C(=O)CSC2=O)nnc1-c1ccc(OC(F)F)cc1,-4.3,-1.5,0.9,-1.3,100.0,11.6,-1.9,1.9,8.7,7.8
CC(C)n1ncc2c(C(=O)N3CCN(c4ccccc4)CC3)cc(-c3ccccc3)nc21,-16.7,-6.1,-5.9,3.4,92.0,-2.1,-1.5,-3.0,-3.9,-6.0
N#C/C(=C\c1cc([N+](=O)[O-])ccc1Cl)C(N)=O,-18.5,24.4,0.2,0.5,102.0,-20.6,-2.9,7.4,41.3,-3.6
O=C(c1cc(COc2ccc(F)cc2F)on1)N1CCN(C2CCCC2)C(=O)C1,-2.3,·,-1.1,-1.8,107.0,2.4,-1.6,-4.4,0.8,-1.5
CC(C)[C@H](NC(=O)[C@@H]1Cc2ccccc2CN1C(=O)OC(C)(C)C)C(=O)NCC1CCC(C(=O)O)CC1 (some centres not stated),-4.5,-0.6,4.0,3.7,101.0,2.8,-2.6,3.8,3.1,3.5
COc1ccc(C(CNC(=O)Cc2cccs2)N(C)C)cc1 (configuration not stated),-2.7,0.2,1.6,1.2,105.0,3.8,0.1,0.0,0.7,8.3
CN(CC(=O)Nc1ccc(Cl)c(C(F)(F)F)c1)C(=O)C1(c2ccccc2)CC1,-5.2,0.0,-3.0,-0.7,97.0,19.8,1.0,-0.4,36.7,-10.4
CC(=O)N/C(=C\c1ccccc1)C(=O)OCC(=O)Nc1ccc(C)c(S(=O)(=O)N(C)C)c1,-1.7,-0.7,-2.6,5.5,96.0,8.7,-1.3,0.3,-4.8,-0.1
CC(CCc1ccccc1)NC(=O)CC(C)c1ccccc1 (configuration not stated),-4.6,-1.0,-0.2,2.1,101.0,8.8,0.2,-1.7,23.7,6.0
CC(=O)c1ccc(S(=O)(=O)NCC(=O)Nc2nc3ccccc3[nH]2)cc1,-2.7,0.1,0.2,-12.1,106.0,9.9,-0.1,4.4,6.0,-0.9
O=C(NC(=S)Nc1ncccn1)c1ccccc1Cl,-4.6,0.1,2.3,15.7,94.0,6.1,0.1,-3.2,0.9,-0.8
Cc1ccc(/C=C/c2nc3sc(C(=O)O)c(C)c3c(=O)[nH]2)cc1[N+](=O)[O-],-3.4,-0.6,3.6,9.9,95.0,-4.3,-1.1,-4.9,-1.0,-6.0
OCc1cn(-c2ccccc2)nc1-c1cc2ccccc2o1,-0.3,-5.8,0.9,5.6,102.0,3.1,-1.6,-10.3,4.8,2.3
CCNC(=O)C1(C)CCN(C(=O)c2cccc(C(F)(F)F)c2)C1 (configuration not stated),-4.7,1.5,9.4,-4.1,98.0,6.3,-0.7,3.4,?,-6.3
